Compound activity as filed in PubChem.
SENP8 inh: SENP8 (human) protease inhibition; Q96LD8; recombinant SENP8, Nedd8 substrate fluorescence; inhibition, % at 20 µM; 360,000 compounds, 0.64% hits; AID 602440; in the data active means inhibition mostly above about 40%, no sharp cut-off; inactive means mostly below about 27%
MPTP block: blocks calcium-induced mitochondrial swelling; isolated mouse mitochondria, Ca2+ swelling absorbance, 30 min; 360,000 compounds, 1.4% hits; inhibition, % at 10 µM;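 active means inhibition of 50% or more, scaled per plate between neutral and stimulator controls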;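 further: 0% = DMSO wells given calcium and 100% = 1 mM EGTA wells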
SENP1 inh: blocks the human SENP1 SUMO protease catalytic domain; Q9P0U3; recombinant SENP1 catalytic domain, CyPet-SUMO1-YPet FRET cleavage; inhibition, % at 10 µM; 360,000 compounds, 0.21% hits; AID 624204;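 active means inhibition at least 30% at 10 µM, raw YFP signal under a set limit, fluorescence ratio 0.5 to 1.5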;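 further: 0% = enzyme with DMSO and 100% = no enzyme wells; some results filed as inactive read as strong as hits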
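Test system: human SENP1 catalytic domain; medium: Tris pH 8 buffer plus EDTA, NaCl, BME, BSA, NP40, catalase; incubation: 50 min reaction at room temperature; technique: FRET, CFP and YFP emission; controls: no-enzyme low control and enzyme-plus-DMSO high control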
PfGluPho inh: PfG6PD (Plasmodium falciparum) enzyme inhibition | PfGluPho enzyme, NADPH resazurin-diaphorase fluorescence | inhibition, % at 20 µM | 350,000 compounds, 0.78% hits | AID 504690;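 active means inhibition reaching at least a set limit at 20 µM in the primary screen, cut at about 59% in these data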;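 further: 0% = DMSO wells with substrate and 100% = DMSO wells lacking glucose-6-phosphate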
GRIN3A LBD mod: modulates the human NR3A ligand-binding domain. 340,000 compounds, 2.5% hits. AID 1259313. Tm shift relative to glycine control, % at 25 µM. NR3A LBD differential scanning fluorimetry, Tm shift; 0% = protein alone, 100% = glycine-bound protein;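 active means melting temperature shift of at least 10% of the positive control shift, at one fixed dose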
hIAP act: human IAP activation; purified human IAP, CDP-Star luminescence, 30 min; stronger effect = higher value; 1 = vehicle-only enzyme, 0 = enzyme-free background; activation factor at 10 µM; 330,000 compounds, 0.16% hits; AID 2524;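 active means activation factor of the enzyme at least 2-fold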; further: the source names both 10 and 20 µM as test concentration; values of inactives mirror those of a sister screen read the other way
Target sequence (P09923 whole entry, looked up): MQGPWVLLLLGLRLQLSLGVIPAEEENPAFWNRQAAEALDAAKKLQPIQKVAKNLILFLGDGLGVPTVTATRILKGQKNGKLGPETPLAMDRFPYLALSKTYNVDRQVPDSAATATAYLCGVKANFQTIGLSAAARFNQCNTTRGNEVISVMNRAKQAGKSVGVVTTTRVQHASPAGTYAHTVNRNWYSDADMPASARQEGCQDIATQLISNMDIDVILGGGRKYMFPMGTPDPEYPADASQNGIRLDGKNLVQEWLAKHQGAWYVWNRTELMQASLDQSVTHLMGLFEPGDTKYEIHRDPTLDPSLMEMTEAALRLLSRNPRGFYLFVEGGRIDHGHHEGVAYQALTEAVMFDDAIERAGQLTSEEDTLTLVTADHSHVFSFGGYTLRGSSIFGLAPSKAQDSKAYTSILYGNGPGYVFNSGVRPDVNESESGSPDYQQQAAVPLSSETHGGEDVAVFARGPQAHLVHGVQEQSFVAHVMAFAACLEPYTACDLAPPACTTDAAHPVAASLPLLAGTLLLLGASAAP
SENP6 inh: inhibitors of human SENP6 protease. Q9GZR1. Recombinant SENP6 catalytic domain, aminoluciferin luminescence. inhibition, % at 10 µM. 330,000 compounds, 1.8% hits. AID 2599;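 active means inhibition above about 50% at the single tested dose, limit read from the data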;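 further: plate controls were DMSO wells with enzyme for no effect and DMSO wells lacking enzyme for full effect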
ATG4B inh: inhibitors of human ATG4B cysteine protease | AID 504462 | inhibition, % at 8.33 µM | 340,000 compounds, 0.51% hits | ATG4B cleavage of LC3-PLA2, NBD-HPC fluorescence, 1 h | Q9Y4P1; in the data active means inhibition above about 40%
* marks the source's active call; other numbers are inactive results; i = inactive; nt = not tested or not shown. No enrichment for hits (roughly 6.7% active in at least one column).

SMILES	SENP8 inh	MPTP block	SENP1 inh	PfGluPho inh	GRIN3A LBD mod	hIAP act	SENP6 inh	ATG4B inh
CC1CC(C)CN(CCCNC(=O)C2CCN(c3nnc(-n4cccc4)s3)CC2)C1 (configuration not stated)	19	-1.4	1	6	-1	0.87	11	-2
COc1cc(CN2CCC(C(N)=O)CC2)ccc1OCc1ccccc1	20	-0.1	3	7	-2	1	-4	-3
CCCn1c(=O)c(C(=O)NCCc2ccc(OC)cc2)c(O)c2ccccc21	-21	3.2	1	-6	-1	1.1	15	-4
O=C(COc1ccc([N+](=O)[O-])cc1)NNC(=S)NC(=O)c1ccc(Br)cc1	1	-0.5	1	15	-2	1.1	-2	-2
COc1cc(OC)c(S(=O)(=O)N2CCN(C(=O)c3ccccc3F)CC2)cc1NC(C)=O	19	0.2	2	-7	1	1.1	14	0
COC(=O)c1c(NC(=O)Cc2ccc(OC)c(S(=O)(=O)N3CCOCC3)c2)sc(C)c1C	-40	-2.0	-3	9	3	0.95	7	-21
CCCCCCCc1ccc(C2NC(=S)NC3=C2C(=O)c2ccccc23)cc1 (configuration not stated)	nt	nt	nt	1	1	1.1	-10	-1
CN(CC1CCCO1)S(=O)(=O)c1ccc(C(=O)Nc2nc(-c3ccccn3)cs2)cc1 (configuration not stated)	-24	-1.7	-11	-26	-6	1.4	2	-3
COC(=O)c1cc(C)ccc1/C=C1/Cc2c(C)cc(C)cc2C1=O	27	0.7	3	13	-1	nt	nt	0
O=C(O)c1cc2nc(-c3ccccc3)cc(-c3ccccc3)n2n1	-87	0.4	-13	-3	-2	1.1	-12	17
COc1ccc(NC(=O)C(C)N=C2NS(=O)(=O)c3ccccc32)cc1S(N)(=O)=O (configuration not stated)	2	-2.3	1	-2	1	1	-1	1
Cc1cc(NC2CCCC2)n2ncc(-c3ccccc3)c2n1	-314	-0.4	1	45	1	1.3	77*	1

Part of the list above, set out differently.
COC(=O)c1cc(C)ccc1/C=C1/Cc2c(C)cc(C)cc2C1=O
  SENP8 inh: 27
  MPTP block: 0.7
  SENP1 inh: 3
  PfGluPho inh: 13
  GRIN3A LBD mod: -1
  hIAP act: nt
  SENP6 inh: nt
  ATG4B inh: 0
COc1cc(OC)c(S(=O)(=O)N2CCN(C(=O)c3ccccc3F)CC2)cc1NC(C)=O
  SENP8 inh: 19
  MPTP block: 0.2
  SENP1 inh: 2
  PfGluPho inh: -7
  GRIN3A LBD mod: 1
  hIAP act: 1.1
  SENP6 inh: 14
  ATG4B inh: 0

(next part)
SMILES	SENP8 inh	MPTP block	SENP1 inh	PfGluPho inh	GRIN3A LBD mod	hIAP act	SENP6 inh	ATG4B inh
O=C(COc1ccccc1)Nc1ccc2c(c1)nc1n2CCOC1	6	-0.4	-2	-13	0	1.1	-4	4
CS(=O)(=O)c1nc(-c2ccc(F)cc2)cc(C(F)(F)F)n1	3	0.0	2	7	1	nt	nt	-6
COc1cc(C(=O)Nc2ccc(S(=O)(=O)Nc3cc(C)nc(C)n3)cc2)cc(OC)c1OC	9	1.3	-1	-22	-2	1.1	-2	11
CN1CCN(C(=O)c2cccn(Cc3cccc(Cl)c3)c2=O)CC1	18	0.8	1	5	1	0.94	-6	-5
COc1ccc(Cl)cc1S(=O)(=O)N1CCCC(C(=O)N2CCOCC2)C1 (configuration not stated)	12	0.0	3	8	1	1.1	-10	1
Cc1ccc(C(c2cc(Cl)c3cccnc3c2O)N2CCN(C)CC2)cc1 (configuration not stated)	5	6.3	-1	8	9	1	-17	-5
COC(=O)c1cccc(OCC(O)Cn2ccnc2)c1 (configuration not stated)	22	-0.5	1	9	-4	1.6	0	-5
Cc1noc(C)c1NC(=O)N(C)C[C@H]1OCc2cn(nn2)CCCC(=O)N([C@@H](C)CO)C[C@@H]1C	3	-0.9	1	-20	nt	nt	nt	nt
Cc1ccc(OC2CCN(C(=O)C3CCC(=O)N(C4CC4)C3)CC2)cc1 (configuration not stated)	8	-1.2	1	5	-1	1.2	7	-2
COc1ccc(-c2c(C)nn(-c3ccccc3)c2NC(C)=O)cc1OC	5	-2.1	2	12	3	1.2	-16	-4
Cc1ccc(-n2[nH]c(C)c(C=Nc3cc(C)ccn3)c2=O)cc1	22	-0.8	3	3	2	1.1	-1	-7
Cc1csc2c(=O)n(CCO)c(=O)[nH]c12	11	2.0	0	-7	-1	0.89	10	1

Retrieved by structure from above (five):
SMILES	SENP8 inh	MPTP block	SENP1 inh	PfGluPho inh	GRIN3A LBD mod	hIAP act	SENP6 inh	ATG4B inh
Cc1ccc(OC2CCN(C(=O)C3CCC(=O)N(C4CC4)C3)CC2)cc1 (configuration not stated)	8	-1.2	1	5	-1	1.2	7	-2
Cc1noc(C)c1NC(=O)N(C)C[C@H]1OCc2cn(nn2)CCCC(=O)N([C@@H](C)CO)C[C@@H]1C	3	-0.9	1	-20	nt	nt	nt	nt
Cc1csc2c(=O)n(CCO)c(=O)[nH]c12	11	2.0	0	-7	-1	0.89	10	1
Cc1ccc(C(c2cc(Cl)c3cccnc3c2O)N2CCN(C)CC2)cc1 (configuration not stated)	5	6.3	-1	8	9	1	-17	-5
CN1CCN(C(=O)c2cccn(Cc3cccc(Cl)c3)c2=O)CC1	18	0.8	1	5	1	0.94	-6	-5

Additional entries
SMILES	SENP8 inh	MPTP block	SENP1 inh	PfGluPho inh	GRIN3A LBD mod	hIAP act	SENP6 inh	ATG4B inh
COc1ccc(CN(Cc2ccc(C(=O)O)cc2)C(=S)Nc2ccccc2F)cc1OC	6	-0.8	0	-11	0	1.1	-20	1
COC(=O)c1c(C(=O)OC)c(-c2ccc(Cl)cc2)n2c1CS(=O)(=O)C2	-19	1.0	0	10	-1	1.1	-13	-7
N#Cc1nc(Nc2cccc(Cl)c2)c2ncn(C3CCCC3)c2n1	i	2.5	-77	17	11*	0.97	27	0
Cc1ccc(C(=O)N2c3ccccc3CC2C)o1 (configuration not stated)	30	-1.0	0	4	-3	1.1	85*	6
Cc1ccc(N(C)C2=NC(=O)CS2)cc1Cl	10	0.1	1	1	0	0.9	-9	-5
CC1Cc2ccccc2N1S(=O)(=O)c1cccc(C(=O)NCc2ccncc2)c1 (configuration not stated)	20	2.2	-3	0	1	0.85	6	5
S=c1[nH]ccn1-c1ccccc1Cl	11	0.6	3	18	4	0.96	-17	-4
